5HT1E ag: agonists of human 5-HT1E serotonin receptor. P28566. CHO 5-HT1E Ga15 NFAT-bla reporter, FRET; 0% DMSO wells, 100% control agonist wells. activation, % at 6 µM. actives 0.69% (n = 65,000). AID 574;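 active = activation above a set limit, the screen-wide mean activation plus 3 SD, cut at about 8.5% in these data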;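 also: 100% = positive control agonist at 1 µM giving full maximal response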
SF-1 act: activates the human nuclear receptor SF-1. Q13285. CHO-K1 Gal4-SF-1 LBD luciferase reporter; % increase over DMSO SF-1-specific signal. activation, % at 10 µM. actives 1.9% (n = 65,000). AID 522;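 active = activation above the mean activation of all tested compounds plus 3 SD, cut at about 50% in these data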
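Material: CHO-K1 cells with Gal4–hSF-1 LBD chimera plus Gal4-driven luciferase / Input: 4,000 CHO-K1 cells per well / Incubation: compound exposure 20 h at 37 °C / Signal: luminescence read 15 min after SteadyLite luciferase reagent, after room-temperature equilibration / Read-out: percent activation versus DMSO / Benchmarks: DMSO negative control and −SF1 background wells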
AP ELISA ortho: alternative pathway complement inhibition, orthogonal assay; Human serum alternative complement pathway, LPS-coated ELISA, C3 deposition; tested in compound mixtures; actives 0.08% (n = 62,000); inhibition, % at 5 µM;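 active = inhibition above 30% in each of the two pooled mixtures holding the compound, so the lower value exceeds 30%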;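 also: 0% = serum in Mg-EGTA without compound and 100% = EDTA serum blank; some compounds past the cut are filed as inactive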
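Test system: human serum complement alternative pathway, C3 deposition onto LPS / Medium: Mg2+-EGTA GVB++ buffer containing human serum at 1:15 dilution / Probe or stimulus: Plate-bound LPS / Times: 1 h at 37 °C / Signal: ELISA with HRP anti-human C3 antibody, TMB substrate, absorbance 450 nm / Measure: percent inhibition / Repeats: two pool placements per compound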
HTR1E antagonist: blocks the human 5-HT1E serotonin receptor; P28566; CHO 5-HT1E Ga15 NFAT-bla reporter, FRET, antagonist; inhibition, % at 6 µM; actives 0.99% (n = 65,000);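 active = inhibition above a set limit, the mean inhibition across every tested compound plus 3 SD, cut at about 29% in these data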;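 also: signal is the 460 over 535 nm emission ratio of beta-lactamase substrate; 0% = agonist plus DMSO wells and 100% = wells without agonist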
tolC growth inh: E. coli tolC mutant growth inhibition; growth inhibition, % at 10 µM (by protocol); AID 573; actives 2.2% (n = 65,000); E. coli BW25113 tolC mutant growth, OD615;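 active = growth inhibition at or above a cutoff equal to the mean over every tested compound plus 3 SD, cut at about 60% in these data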;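 also: growth measured after 20 h incubation at 37 °C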
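Doses: one dose of 10 µM final / Material: E. coli BW25113 ΔtolC::kan, tolC deletion mutant strain / Buffer or medium: LB with kanamycin 50 µg/mL / Evaluation: percent growth inhibition / Detection: optical density read at 615 nm / Incubation: 37 °C, 20 h exposure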
S1P3 ag: agonists of human S1P3 receptor; activation, % at 4.5 µM; S1P3 NFAT-BLA reporter cells, agonism, FRET ratio; relative to 1 µM S1P, basal subtracted; AID 373; actives 0.1% (n = 60,000); Q99500;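 active = activation above the screen-wide mean plus 3 SD, cut at about 4.5% in these data, passing the limit was not always enough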; also: some compounds called inactive have numbers as strong as hits
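Material: Human S1P3 NFAT-BLA reporter CHO cells | Incubation: Overnight plating, 4 h compound 37 °C, 2 h substrate RT | Signal: FRET β-lactamase substrate fluorescence, excitation 405 nm, 460/535 nm emission ratio, background-subtracted | Compound: 4.5 µM final, single dose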
RORA act: activates the human nuclear receptor RORA. P35398. CHO-K1 Gal4-RORA LBD luciferase reporter, luminescence; percent increase over mock-subtracted basal signal. activation, % at 10 µM. actives 1.5% (n = 65,000). AID 560;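 active = activation above the mean of all tested compounds plus 3 SD, cut at about 49% in these data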;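 also: 0% = DMSO-treated RORA cells and 100% = added signal equal to DMSO minus mock-transfected cells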
5-HT1A blocker: 5-HT1a (human) receptor antagonism; P08908; CHO 5-HT1a Ga15 NFAT-bla reporter, antagonist mode; inhibition, % at 10 µM; actives 0.68% (n = 62,000); AID 612;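 active = inhibition above the mean of all tested compounds plus 3 SD, cut at about 43% in these data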;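 also: receptor stimulated by 5-CT agonist at 100 nM near EC80; beta-lactamase reporter measured by ratiometric fluorescence of a cleavable substrate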
Target sequence (P08908 whole entry, looked up): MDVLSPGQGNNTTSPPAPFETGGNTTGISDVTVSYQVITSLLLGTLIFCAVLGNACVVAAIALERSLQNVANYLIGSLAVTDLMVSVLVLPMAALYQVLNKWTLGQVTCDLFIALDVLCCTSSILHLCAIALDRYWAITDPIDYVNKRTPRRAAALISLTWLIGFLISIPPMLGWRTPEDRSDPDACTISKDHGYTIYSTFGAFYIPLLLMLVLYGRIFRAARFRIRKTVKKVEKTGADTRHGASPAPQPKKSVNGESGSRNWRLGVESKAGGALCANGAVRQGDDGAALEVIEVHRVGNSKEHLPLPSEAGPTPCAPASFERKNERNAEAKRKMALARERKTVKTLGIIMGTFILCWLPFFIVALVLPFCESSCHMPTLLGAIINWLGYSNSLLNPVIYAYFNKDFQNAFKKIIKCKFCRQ
S1P1 ag pot: S1P1 (human) agonism or agonism potentiation; P21453; S1P1 CRE-bla cells, forskolin, beta-lactamase FRET, potentiator mode; S1P1 agonist co-added at EC20, 2 nM; 100% = saturating reference agonist, 0% = basal; actives 0.57% (n = 56,000); AID 449; activation, % at 9.5 µM;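 active = activation above a cutoff set at the mean activation of all tested compounds plus 3 SD, cut at about 54% in these data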;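 also: forskolin at 4 µM as EC80 and the EC20 agonist is SEW2871; 100% = SEW2871 at its EC100 plus forskolin at EC80; some compounds past the cut are filed as inactive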
Target sequence (P21453 whole entry, looked up): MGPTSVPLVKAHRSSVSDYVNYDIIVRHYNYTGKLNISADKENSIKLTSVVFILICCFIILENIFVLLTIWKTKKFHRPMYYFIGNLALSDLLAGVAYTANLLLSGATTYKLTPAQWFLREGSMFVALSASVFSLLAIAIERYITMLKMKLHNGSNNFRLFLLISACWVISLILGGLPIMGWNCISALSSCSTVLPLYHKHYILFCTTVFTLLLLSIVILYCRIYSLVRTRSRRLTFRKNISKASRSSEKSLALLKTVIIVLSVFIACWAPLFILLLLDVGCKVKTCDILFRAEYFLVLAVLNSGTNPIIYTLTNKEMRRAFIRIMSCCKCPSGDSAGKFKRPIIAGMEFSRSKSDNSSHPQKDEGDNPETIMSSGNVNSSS
Numbers without * were called inactive; . = not tested or not shown.

SMILES	5HT1E ag	SF-1 act	AP ELISA ortho	HTR1E antagonist	tolC growth inh	S1P3 ag	RORA act	5-HT1A blocker	S1P1 ag pot
N#Cc1nc(N2CCOCC2)nc(N2CCOCC2)n1	-1.1	-11	5	23	-7	-1.5	-6	8	-1
COc1ccc(NC(=O)c2c(F)c(F)c(F)c(F)c2F)cc1Cl	0.0	-9	5	0	9	-0.2	-8	0	9
CSc1nnc(NC(=O)c2cc3ccccc3oc2=O)s1	-1.4	5	1	7	-17	-0.2	3	7	-2
COc1cccc(CN2C(=O)CCC2(C)C(=O)NC2CCCCCC2)c1 (centres undefined)	-0.9	7	12	3	-11	0.7	6	8	11
Cc1ccc(C)c(-n2c(SCC(=O)Nc3nonc3C)nnc2-c2ccoc2C)c1	-1.1	-3	-21	3	27	-1.1	14	15	-5
OCCN1CCN(CC#CCn2c3ccccc3c3ccccc32)CC1	0.3	18	5	-4	-11	-0.5	12	2	9
O=C(Nc1nc2c(s1)CCCC2)C1COc2ccccc2O1 (centres undefined)	-0.9	-27	11	-11	31	-0.6	-43	8	-10
O=C(CSc1nnc(C23CC4CC(CC(C4)C2)C3)o1)Nc1ccc(N2CCOCC2)c(Cl)c1	-1.9	4	5	3	-6	-0.4	11	6	-19
COc1ccc(C(=O)OCCN2CCOCC2)cc1OC	0.3	11	14	3	-4	-0.7	0	-4	-20
COc1ccc(C(=O)Cn2c(N3CCCCC3)nc3c2c(=O)n(C)c(=O)n3C)cc1OC	0.3	-6	-1	-9	20	-3.9	-6	.	-5
COc1ccc(-c2cc(C(F)(F)F)nc(SCC(=O)N3CC(C)OC(C)C3)n2)cc1OC (centres undefined)	-1.9	-8	10	6	-12	-1.6	-1	-2	-19
Cn1c(CN2CCCC2)nc2cc(NC(=O)Nc3ccccc3)ccc21	1.1	26	11	3	-5	-0.8	29	7	9
CC(C)c1nc(N2CCOCC2)c(C#N)c2c1COC(C)(C)C2	-0.4	-11	.	10	8	-3.0	7	.	-7
CCN(Cc1ccccc1)C(=O)Cn1cnc2c1c(=O)n(C)c(=O)n2C	-0.7	9	7	0	-14	0.0	-2	0	-14
Cc1cccn2c(=O)c3cc(C(=O)NC(C)C)c(=N)n(Cc4ccncc4)c3nc12	4.4	-6	7	-8	-6	0.1	2	-14	-4
N#Cc1c(SCC(=O)Nc2nccs2)nc2c(c1-c1ccco1)CCCC2	0.3	8	10	10	-5	-0.7	21	2	-17
c1nc(N2CCOCC2)c2[nH]cnc2n1	-1.6	3	.	6	-16	-0.6	7	-2	10
Cc1onc(-c2c(F)cccc2Cl)c1C(=O)NCCCN1CCOCC1	-1.5	4	9	5	-13	0.4	-5	5	-19
COc1ccc2c(c1)-c1nc(NC(=O)c3cccs3)sc1CC2	0.0	24	-3	1	44	-1.1	35	28	62
CS(=O)(=O)NCCC1=CCCCC1	-0.1	-5	2	-1	6	-1.3	-19	5	.
COCCn1c(=S)[nH]c2cc(C(=O)N3CCN(c4ccc(F)cc4)CC3)ccc2c1=O	0.2	6	19	2	8	.	-8	3	.
COc1ccc(C2(C(=O)N3CCOCC3)CCOCC2)cc1OC	0.6	1	2	-9	-14	0.0	7	-7	5
Cc1c(N=Cc2ccco2)c(=O)n(-c2ccccc2)n1C	-0.8	5	12	-22	-5	-0.2	-3	-13	-22
COc1ccc(-c2ccc(=O)n(CC(=O)N3CCN(c4ccccc4OC)CC3)n2)cc1	-0.2	3	2	2	13	-0.7	-7	-5	-19
COc1ccc(-c2nnn(CC(=O)Nc3sc4c(c3C#N)CCCC4)n2)cc1	0.1	1	12	7	-5	0.0	-13	-5	-4
CSc1nc2ccc(S(=O)(=O)Nc3c(C)n(C)n(-c4ccccc4)c3=O)cc2s1	0.0	3	8	5	3	-0.5	-6	-18	.
CCN(CC)c1ccc(NC(=O)C2CC3CCC2C3)cc1 (centres undefined)	0.8	50	2	2	9	-0.9	55*	15	.
CCOc1ccc(-c2[nH]ncc2-c2ccc(OC)c(OC)c2)c(O)c1	0.1	20	4	27	40	-1.2	12	18	-26
O=S(=O)(c1cccs1)N1CCN(CC(O)COC2CCCc3ccccc32)CC1 (centres undefined)	0.5	3	-6	9	10	-0.6	-18	11	22
COc1cc2c(=O)n(CCCN3CCOCC3)c(=S)[nH]c2c(OC)c1OC	-0.1	-5	13	-10	-13	-0.3	-3	-3	-20
CC(=O)c1ccc(NC(=O)CCn2c(=O)oc3ccccc32)cc1	-0.7	-5	5	0	-10	-0.6	2	-17	-16
O=C(CCN1CCN(c2ccccc2)CC1)Nc1ccccc1F	-1.6	-4	-2	6	1	-0.4	-13	36	-2
Cc1ccc(S(=O)(=O)Cn2nnnc2C(c2ccc(F)cc2)N2CCCCC2)cc1 (centres undefined)	-1.1	-16	13	4	16	-1.0	0	-1	11
COc1cc2c(cc1OC)C(C(=O)Nc1ccccn1)C(c1cccnc1)N(C)C2=O (centres undefined)	-0.3	19	5	-5	-2	.	-1	-7	.
O=C(CCn1c(SCC(=O)NCc2ccco2)nc2ccccc2c1=O)NCCc1ccccc1	-1.1	2	20	-3	8	.	-6	-8	.
O=C(NCCc1ccc(Cl)cc1)C1CCN(S(=O)(=O)N2CCCC2)CC1	1.1	4	3	-6	5	1.5	-14	-8	-18
COc1ccc(OCC(=O)Nc2cccc3cccnc23)cc1	0.4	18	20	0	49	.	-1	-6	.
O=C(Nc1ccc(Cl)c(C(F)(F)F)c1)N1CCCC(O)C1 (centres undefined)	0.5	-6	6	-2	7	0.1	28	-16	0
CC(C)CCn1c(N2CCOCC2)nc2c1c(=O)n(CC(N)=O)c(=O)n2C	-1.1	-16	12	10	-7	-0.3	9	-4	-8
CCCn1c(NCc2ccc(C)o2)nc2ccccc21	-0.7	5	-2	18	4	0.0	0	24	13

Only 5-HT1A blocker, S1P3 ag and AP ELISA ortho, for four of the compounds above:
structure	5-HT1A blocker	S1P3 ag	AP ELISA ortho
CCN(CC)c1ccc(NC(=O)C2CC3CCC2C3)cc1 (centres undefined)	15	-0.9	2
CCOc1ccc(-c2[nH]ncc2-c2ccc(OC)c(OC)c2)c(O)c1	18	-1.2	4
O=S(=O)(c1cccs1)N1CCN(CC(O)COC2CCCc3ccccc32)CC1 (centres undefined)	11	-0.6	-6
COc1cc2c(=O)n(CCCN3CCOCC3)c(=S)[nH]c2c(OC)c1OC	-3	-0.3	13

Next section.
SMILES	5HT1E ag	SF-1 act	AP ELISA ortho	HTR1E antagonist	tolC growth inh	S1P3 ag	RORA act	5-HT1A blocker	S1P1 ag pot
Cc1ccc(C2C3CN(C(C)C)CC=C3C(C#N)=C(N)C2(C#N)C#N)cc1 (centres undefined)	3.6	-2	-4	-18	15	1.8	-28	.	26
Cc1cc(C)c2c(=O)[nH]n(C3CCOC(C)(C)C3)c2n1 (centres undefined)	1.0	-1	13	-5	-11	-0.5	5	-4	-12
CC12CN3CC(C)(CN(C1)C3c1ccc(Cl)cc1Cl)C2O (centres undefined)	-0.7	12	.	-1	15	-3.2	1	.	2
O=C(COC(=O)CCc1ccc(S(=O)(=O)N2CCOCC2)cc1)Nc1ccc(Cl)cn1	7.0	-2	-5	14	12	-1.1	-10	-4	0
Cc1nc2ccccc2c(=O)n1/N=C/c1cn(-c2ccccc2)nc1-c1cccs1	-0.8	18	5	2	-6	0.7	5	0	-21
CCOC(=O)N1CCN(C(=O)c2csc3c2CCCCC3)CC1	1.4	-4	-2	-3	0	0.4	-10	-11	-8
CC1(C)CC(=O)C2=C(C1)OC(c1ccncc1)C(C#N)=C2N (centres undefined)	0.1	-12	11	-3	-11	0.3	16	-2	.
CCOC(=O)CSc1nc2c(sc(=S)n2CCc2ccccc2)c(=O)n1Cc1ccco1	-0.2	-1	-4	3	21	.	1	58*	.
O=C(N1CCN(Cc2ccc3c(c2)OCO3)CC1)C12CC3CC(CC(C3)C1)C2	1.3	-6	14	-7	7	.	-8	-2	.
CC1CCCN(S(=O)(=O)c2ccc(NC(=O)Cn3nnc(-c4ccccc4F)n3)cc2)C1 (centres undefined)	0.5	14	-9	-4	64*	-0.8	10	16	14
COc1ccccc1NC(=O)CNS(=O)(=O)c1ccccc1	-1.4	-12	22	12	-5	-0.7	-24	0	7
Cc1nc2nc(-c3ccco3)[nH]n2c(=O)c1Cc1ccccc1	-0.7	6	5	3	72*	-1.8	-7	8	-8
Cc1c(C(=O)OCC(=O)c2ccc3c(c2)OCCO3)oc2ccccc12	-0.4	5	9	0	41	.	20	-12	.
CCN(CC)CCNC(=O)c1c(C)oc2cc(Br)c(OC)cc12	-0.4	8	.	12	2	-2.2	8	.	21
COc1cc(-c2nc(-c3ccc(NC(=O)c4ccc5c(c4)OCO5)cc3)no2)cc(OC)c1OC	1.6	11	0	-4	13	-0.9	27	-7	-1
COc1ccc(N(CC(O)Cn2nnc3ccccc32)S(=O)(=O)c2ccc(C)cc2)cc1 (centres undefined)	0.3	1	-3	9	28	-0.4	-6	1	11
Cc1nc(-c2ccccc2)nc2[nH]c(=O)n(-c3ccccc3)c(=O)c12	0.0	36	11	9	11	0.7	60*	1	-8
CCC(Sc1nncn1C)C(=O)Nc1nnc(-c2ccc(Cl)cc2)s1 (centres undefined)	1.0	3	12	-1	16	-1.0	4	9	-1
CCS(=O)(=O)NCc1cn2ccsc2n1	0.0	-5	13	-6	-15	-0.6	-21	-2	-30
CCOCCCn1cnc2c(c1=O)c1nc3ccccc3nc1n2-c1ccccc1	0.6	-5	-2	-5	-2	-0.3	-35	-15	-8
O=C(CSc1nnnn1C1CCCCC1)N1CCCC1	0.1	21	10	4	-17	-1.0	-2	2	12
COC(=O)c1ccc2c(=O)n(C3CCCCC3)c(SCC#N)nc2c1	0.5	-10	15	-1	-1	3.1	3	-16	87*
CCOC(=O)c1ccc(CNC(=O)C(Cc2c[nH]c3ccccc23)NC(C)=O)o1 (centres undefined)	4.3	-1	1	7	-5	-0.8	-3	1	.
COc1ccc(-n2nc(C(=O)NCc3ccco3)c3c4ccccc4n(C)c3c2=O)cc1	0.4	-26	2	5	13	-2.0	1	0	-8
CC(C)c1cc(C(=O)Nc2sc3c(c2C#N)CCC3)no1	0.3	46	1	-3	1	-0.6	76*	19	40
CCOC(=O)C(Cc1c(F)cccc1F)(NC(C)=O)C(=O)OCC	-1.1	-19	2	7	-4	-1.8	6	0	-4

Assay outcomes as filed in PubChem BioAssay.
